From PubChem BioAssay
Bcl-B TR3 displacers – displacers of TR3 peptide from Bcl-B, primary screen, selectivity assay for Bfl-1 inhibitor project, biochemical, fluorescence polarization | FP displacement of FITC-TR3 peptide from Bcl-B; higher % means a stronger effect | displacement, % at 20 µM; hits with a dose series show IC50 in µM | 0.11% of 96,000 active | AID 748;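 active = displacement above 50% at 20 µM plus a fluorescence interference ratio under 1.5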;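 also: plate controls were wells without compound for no effect and wells lacking Bcl-B protein for full effect; a part of the inactive calls stands beside numbers as strong as those of hits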
MRP resist rev – compounds reversing MRP-mediated drug resistance. H69AR cells + 2 uM doxorubicin, CellTiter-Glo, 72 h. differential viability (reversal), % at 10 µM. 0.04% of 85,000 active;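 active = viability drop by adding the cancer drug above about 55%, with treated viability meeting a 40% cutoff, limit read from the data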;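 also: viability without doxorubicin minus viability with 2 µM doxorubicin for each compound; larger differential means the compound sensitizes cells more to doxorubicin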
IL1B NFkB pot – enhances IL-1B driven NFkB nuclear translocation. activation, % at 2 µM. 0.3% of 94,000 active. HUVEC IL-1B NFkB p65 nuclear translocation imaging. AID 819;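 active = activation above 40%, about the mean plus 3 SD, also judged a hit on visual image review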;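 also: percent activation is computed from the nuclear over cytoplasmic p65 intensity ratio; values of inactives mirror those of a sister screen read the other way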
PLAP inhibition – inhibition of human placental alkaline phosphatase – biochemical, luminescence, HTS (AID 690) | purified PLAP, luminescent substrate; higher % means a stronger effect | inhibition, % at 20 µM, or IC50 in µM where a hit was titrated | 0.08% of 96,000 active; in the data active = a potency from the dose series; inactive = the rest, 99 in 100 with inhibition below about 30%; also: strong numbers were not always called active
IL1B NFkB inh – blocks IL-1B driven NFkB nuclear translocation in HUVEC cells; 0.43% of 94,000 active; HUVEC IL-1B NFkB p65 nuclear translocation imaging; AID 796; inhibition, % at 2 µM;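 active = inhibition above about 30% together with a positive call from visual inspection of the well image, limit read from the data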;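 also: nuclear over cytoplasmic p65 intensity ratio measured by imaging; 0% = IL-1B stimulated DMSO wells and 100% = unstimulated DMSO wells; values of inactives mirror those of a sister screen read the other way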
MRP resist rev cytotoxicity – recorded beside MRP resist rev, whose call it bears; viability, %; H69AR cells, CellTiter-Glo, 72 h; measured here: cytotoxicity without doxorubicin
MRP resist rev with doxorubicin – also measured in MRP resist rev; calls as there; viability, %; measured here: viability with 2 uM doxorubicin; stronger effect = lower value
IL1B NFkB inh cell count 2 µM – further read-out of IL1B NFkB inh, marked with its call; cell count; measured here: cells passing quality filter;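 raw number of nuclei counted in each imaged well without normalization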
IL1B NFkB pot cell count 2 µM – recorded beside IL1B NFkB pot, whose call it bears; cell count; measured here: cells passing quality filter
* hit, by the source's call; / = no result given. A portion of the library; the hit share may differ from the screen's.

SMILES | IL1B NFkB pot cell count 2 µM | IL1B NFkB inh cell count 2 µM | MRP resist rev | Bcl-B TR3 displacers | MRP resist rev with doxorubicin | PLAP inhibition | IL1B NFkB inh | MRP resist rev cytotoxicity | IL1B NFkB pot
CC(C)CC1NC(=O)N(CC(=O)c2ccc3c(c2)OCCO3)C1=O (stereo not given) | 183 | 183 | 12 | -8% | 81 | 6% | 6 | 93 | -6
CCCCN(C(=O)CN1C(=O)C2CC=CCC2C1=O)c1c(N)n(CCC)c(=O)[nH]c1=O (stereo not given) | 116 | 116 | / | 0% | / | -4% | -5 | / | 5
Cc1cc(C)n2nc(SCC(=O)c3ccc[nH]3)nc2n1 | 189 | 189 | -12 | 13% | 81 | -49% | -24 | 69 | 24
O=C(CSc1nnc(-c2cccnc2)n1CCc1ccccc1)NCc1ccccc1 | 96 | 96 | 21 | / | 69 | / | 6 | 90 | -6
CCOc1cccc2c1OC1(C)CC2NC(=O)N1c1cccc(F)c1 (stereo not given) | 190 | 190 | 2 | -9% | 97 | 13% | -7 | 100 | 7
Cc1ccc(S(=O)(=O)NC(C(=O)OCC(=O)NC(=O)c2cccn2C)C(C)C)cc1 (stereo not given) | / | / | -2 | -6% | 99 | -2% | / | 97 | /
CCCCc1nc2ccccc2n1Cc1nnc2n1-c1ccccc1SC2 | 117 | 117 | 0 | -2% | 77 | -48% | -15 | 77 | 15
CCCNS(=O)(=O)c1ccc(NC(=O)c2cccnc2)cc1 | 66 | 66 | 3 | -6% | 91 | 24% | 27 | 94 | -27
COCCCn1c(-c2ccc(S(=O)(=O)N3CCOCC3)cc2)csc1=Nc1ccccc1 | 147 | 147 | 16 | -3% | 78 | -87% | 4 | 95 | -3
CCc1c(C)sc(NC(=O)c2ccc(Br)o2)c1C(=O)OC | 116 | 116 | -22 | -2% | 71 | -10% | -10 | 49 | 10
N#CCCN/N=C(/Cc1nc2ccccc2[nH]1)c1cccc(Cl)c1 | 151 | 151 | / | -75% | / | -86% | -6 | / | 6
COc1ccc(N2CCn3c2nc2c3c(=O)n(CCc3ccccc3)c(=O)n2C)cc1 | / | / | -4 | 9% | 93 | 6% | / | 90 | /

SMILES | IL1B NFkB pot cell count 2 µM | IL1B NFkB inh cell count 2 µM | MRP resist rev | Bcl-B TR3 displacers | MRP resist rev with doxorubicin | PLAP inhibition | IL1B NFkB inh | MRP resist rev cytotoxicity | IL1B NFkB pot
CC(C)OC(=O)c1c(NC(=O)c2cccs2)sc2c1CCCC2 | / | / | -27 | 8% | 106 | -27% | / | 79 | /
O=C(Nc1ccccc1Cl)N1CCn2c(nc3ccccc32)C1 | 171 | 171 | -34 | 9% | 97 | 5% | -6 | 63 | 6
COC(=O)c1cn(NC(=O)C2CCCO2)c(=O)c2ccccc12 (stereo not given) | 145 | 145 | 2 | / | 93 | / | -25 | 95 | 25
Cc1cc(C)cc(NC(=O)C2CCCC2)c1 | 197 | 197 | 6 | 10% | 96 | 14% | 2 | 102 | -2
C=CCNc1nnc(SC2CC(=O)N(c3ccc(OCCC)cc3)C2=O)s1 (stereo not given) | 162 | 162 | -4 | 2% | 6 | 4% | -5 | 2 | 5
O=C(CCCSc1nc2ccccc2[nH]1)NCc1ccco1 | 134 | 134 | / | -9% | / | 9% | -18 | / | 18
Cc1ccc(-c2noc(CSc3nnnn3C3CCCCC3)n2)cc1 | 186 | 186 | 5 | 0% | 81 | -2% | 5 | 86 | -5
Cc1ccc2c(c1)N(CC(=O)NCc1cccs1)C(=O)CO2 | / | / | 11 | -6% | 91 | 11% | / | 101 | /
CNC(=S)NNC(=O)Cn1ccc(C)n1 | 183 | 183 | / | -6% | / | -41% | -12 | / | 12
CCOC(=O)CCc1c(C)c(C#N)c2nc3ccccc3n2c1-n1cnc2ccccc21 | 146 | 146 | 1 | -131% | 50 | 1% | -15 | 50 | 15
Cc1ccc2c(c1)N=C(c1ccc(Cl)cc1)CO2 | 120 | 120 | 0 | 1% | 70 | -10% | -11 | 71 | 11
CCN(CC)CCNC(=O)Cc1c(C(=O)O)n(C)c2ccccc12 | 143 | 143 | 0 | -9% | 95 | -11% | -9 | 95 | 9

SMILES | IL1B NFkB pot cell count 2 µM | IL1B NFkB inh cell count 2 µM | MRP resist rev | Bcl-B TR3 displacers | MRP resist rev with doxorubicin | PLAP inhibition | IL1B NFkB inh | MRP resist rev cytotoxicity | IL1B NFkB pot
Cc1nc2sc(C(c3cccc(F)c3)N3CCC(C)CC3)c(O)n2n1 (stereo not given) | 160 | 160 | 7 | -3% | 92 | -78% | 2 | 99 | -2
Nc1cccc(C(=O)Nc2ccccc2Cl)c1 | 170 | 170 | -20 | -10% | 108 | 15% | 7 | 88 | -7
CC(C)(C)c1cc(N/C=C\c2nnnn2-c2ccc(Br)cc2)no1 | 117 | 117 | -11 | / | 72 | / | -5 | 61 | 5
O=C(COc1ccc(F)cc1)Nc1ccc(-n2cnnn2)cc1 | 112 | 112 | -1 | -8% | 102 | -1% | -24 | 101 | 24
COc1cc(NC(=O)CC(C)C)ccc1NC(=O)c1ccco1 | 136 | 136 | 9 | / | 82 | / | -11 | 91 | 11
Cc1c(NC(=O)C23CC4CC(CC(C)(C4)C2)C3)c(=O)n(-c2ccccc2)n1C | 138 | 138 | -13 | -13% | 104 | -7% | 2 | 91 | -2
O=C(Cn1cc(C(=O)c2cccs2)c2ccccc21)NCC1CCCO1 (stereo not given) | 143 | 143 | 10 | 1% | 81 | 17% | -10 | 91 | 9
COc1ccc(C2c3c(oc4ccc(Cl)cc4c3=O)C(=O)N2Cc2ccco2)cc1OC (stereo not given) | / | / | 8 | -34% | 86 | -9% | / | 94 | /
Cc1noc(C)c1CN1C(=O)NC2(CCCCCCC2)C1=O | 75 | 75 | 6 | -6% | 80 | 3% | -5 | 87 | 5
C=CCn1c(NCc2ccccc2)nc2ccccc21 | 152 | 152 | 14 | 3% | 76 | 1% | -10 | 91 | 10
Cc1cc2ccccc2n2c(SCC(=O)N3CCN(C(=O)c4ccco4)CC3)nnc12 | / | / | 16 | -9% | 78 | -12% | / | 94 | /
CN(C)CCOC(=O)C12CC3(C)CC(C)(CC(C)(C3)C1)C2 | 88 | 88 | 11 | 16% | 84 | -67% | 2 | 95 | -2

The final four compounds of the section before come first, to join the parts.
SMILES | IL1B NFkB pot cell count 2 µM | IL1B NFkB inh cell count 2 µM | MRP resist rev | Bcl-B TR3 displacers | MRP resist rev with doxorubicin | PLAP inhibition | IL1B NFkB inh | MRP resist rev cytotoxicity | IL1B NFkB pot
Cc1noc(C)c1CN1C(=O)NC2(CCCCCCC2)C1=O | 75 | 75 | 6 | -6% | 80 | 3% | -5 | 87 | 5
C=CCn1c(NCc2ccccc2)nc2ccccc21 | 152 | 152 | 14 | 3% | 76 | 1% | -10 | 91 | 10
Cc1cc2ccccc2n2c(SCC(=O)N3CCN(C(=O)c4ccco4)CC3)nnc12 | / | / | 16 | -9% | 78 | -12% | / | 94 | /
CN(C)CCOC(=O)C12CC3(C)CC(C)(CC(C)(C3)C1)C2 | 88 | 88 | 11 | 16% | 84 | -67% | 2 | 95 | -2
CCCC1C2C(=O)N(c3ccccc3OC)C(=O)C2ON1c1ccccc1 (stereo not given) | 130 | 130 | 13 | 5% | 91 | -62% | -8 | 104 | 8
Cc1[nH]nc2c1C(c1ccc(-c3ccccc3C#N)o1)C(C#N)=C(N)O2 (stereo not given) | 74 | 74 | 0 | 8% | 2 | -20% | -20 | 2 | 20
O=c1c2ccccc2nnn1CSc1nc2ccccc2c(=O)n1Cc1ccco1 | / | / | 2 | -4% | 87 | 10% | / | 88 | /
CC1CC(c2ccccc2)n2nc(N3C(=O)c4ccccc4C3=O)nc2N1 (stereo not given) | 213 | 213 | 8 | 3% | 86 | 9% | -6 | 94 | 6
O=C(CSc1nc2ccccc2o1)N1CCCC1 | / | / | 2 | 14% | 100 | 8% | / | 102 | /
N#Cc1c2n(c3c(-c4ccccc4)ncnc13)CCC2 | 90 | 90 | -21 | 1% | 80 | 8% | 4 | 60 | -4
CC(C)(C)C1CCc2onc(C(=O)Nc3cccc(O)c3)c2C1 (stereo not given) | / | / | -10 | 2% | 79 | 8% | / | 70 | /
COc1ccc(C2C(C(=O)N3CCN(c4ccccc4)CC3)c3ccccc3C(=O)N2C)cc1 (stereo not given) | 139 | 139 | -31 | / | 72 | / | -4 | 41 | 4
O=C(CSc1ccccc1)NCc1cccnc1 | 132 | 132 | -6 | -6% | 103 | 15% | -29 | 97 | 29
OC(C#CCN1CCOCC1)(c1ccccc1)C1CC1 (stereo not given) | 108 | 108 | 0 | 7% | 90 | 3% | 6 | 90 | -6
COC(=O)c1sccc1NC(=O)CCC1CCCCC1 | 146 | 146 | 10 | / | 78 | / | 6 | 88 | -5
Cc1ccccc1CS(=O)(=O)Cc1ccc(C(=O)NCc2ccco2)o1 | 127 | 127 | 20 | -14% | 81 | 2% | 2 | 101 | -2

SMILES | IL1B NFkB pot cell count 2 µM | IL1B NFkB inh cell count 2 µM | MRP resist rev | Bcl-B TR3 displacers | MRP resist rev with doxorubicin | PLAP inhibition | IL1B NFkB inh | MRP resist rev cytotoxicity | IL1B NFkB pot
CC(=O)N(C)c1ccc(OCC(O)COc2ccc(N(C)C(C)=O)cc2)cc1 | 151 | 151 | 9 | -4% | 82 | -34% | 4 | 91 | -4
Cn1c(=O)c2cc(S(=O)(=O)NC(C(=O)Nc3cccnc3)c3ccccc3)ccc2n(C)c1=O (stereo not given) | 65 | 65 | -13 | 0% | 85 | -165% | -15 | 72 | 15
Cn1cc(/C=C2/SC(=O)N(CC(=O)Nc3ccc4c(c3)OCO4)C2=O)c2ccccc21 | 116 | 116 | / | -29% | / | 16% | -7 | / | 7
CN(c1cccc(NC(=O)CCSc2ccccc2)c1)S(C)(=O)=O | 110 | 110 | 20 | -7% | 83 | 9% | -8 | 103 | 8
O=C1CCc2cc(S(=O)(=O)N3CCN(c4cccc(C(F)(F)F)c4)CC3)ccc2N1 | 89 | 89 | 5 | -3% | 80 | 8% | -23 | 85 | 23
Cc1ccc(N(CC(=O)NCc2ccco2)C(=O)CCC(=O)Nc2ccccn2)cc1C | 82 | 82 | 23 | -3% | 78 | 2% | 19 | 101 | -19
COc1ccc(CCC(=O)Nc2ccc(Br)cn2)cc1 | / | / | -4 | 12% | 90 | 9% | / | 85 | /
Cc1ccc(C(=O)CCC2CCCCC2=O)cc1 (stereo not given) | 143 | 143 | 16 | -11% | 89 | 11% | 15 | 105 | -15
NC(=S)Nc1cccc2cnccc12 | 153 | 153 | / | -2% | / | 23% | -12 | / | 12
Cc1cccc(OCC(=O)N(C)CCc2ccccn2)c1 | 158 | 158 | 4 | 3% | 99 | 10% | -6 | 103 | 6
COc1ccc(CNC(N)=O)cc1OC | / | / | -1 | -8% | 104 | 21% | / | 103 | /
COc1ccc(CNC(=O)c2csc(Cc3ccc(Cl)cc3)n2)cc1 | 121 | 121 | / | -2% | / | -15% | 10 | / | -10

SMILES | IL1B NFkB pot cell count 2 µM | IL1B NFkB inh cell count 2 µM | MRP resist rev | Bcl-B TR3 displacers | MRP resist rev with doxorubicin | PLAP inhibition | IL1B NFkB inh | MRP resist rev cytotoxicity | IL1B NFkB pot
CCOC(=O)N1CCN(c2c(-c3ccccc3)c3cc(Cl)ccc3[nH]c2=O)CC1 | 134 | 134 | / | -5% | / | -2% | 14 | / | -14
COC(=O)c1nnn(-c2nonc2N)c1CSc1nc2ccccc2o1 | 96 | 96 | / | 6% | / | 0% | 7 | / | -7
Cc1c[n+]([O-])n(-c2ccc(C(=O)O)cc2)n1 | / | / | / | 28% | / | 20% | / | / | /
COc1cccc(CSc2nnc(-c3ccco3)n2C)c1 | 81 | 81 | 0 | 4% | 87 | -10% | -4 | 87 | 4
CCC(C)(C)n1nnnc1C(c1cc2cc(C)ccc2[nH]c1=O)N1CCCC1 (stereo not given) | 150 | 150 | 0 | -3% | 90 | -19% | 5 | 90 | -5
Cc1ccc(S(=O)(=O)CCSc2nc(C)cc(C)c2C#N)cc1 | 125 | 125 | -9 | 0% | 52 | 28% | -36 | 44 | 36
CCCCN(CCCC)S(=O)(=O)c1ccc(NC(=O)Cc2cccs2)cc1 | 52 | 52 | 0 | 5% | 64 | 31% | -18 | 64 | 18
O=C(Nc1ccc(Cl)cc1)N1CCSc2ccccc21 | 164 | 164 | / | -11% | / | -11% | 7 | / | -7
O=C(Nc1cccc(Cl)c1N1CCCC1)c1cccc(-c2cc3ccccc3oc2=O)c1 | 177 | 177 | / | -10% | / | 0% | 12 | / | -12
